Screening data: PubChem, The Scripps Research Institute Molecular Screening Center
MITF inh: human MITF inhibition, primary screen; O75030; AlphaScreen MITF homodimerization, bead proximity signal; inhibition, % at 2.6 µM; hit rate 0.91% among 650,000; AID 1259374; in the data active means inhibition above about 50%;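 further: 0% = vehicle wells with protein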
GPR151 activ: activates the human receptor GPR151. PathHunter beta-arrestin GPR151 cells, luminescence. activation, % at 11.2 µM. hit rate 1% among 650,000; in the data active means activation above about 4.9%;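 further: 0% = median of compound wells and 100% = cells with positive control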
Target sequence (Q8TDV0 whole entry, looked up): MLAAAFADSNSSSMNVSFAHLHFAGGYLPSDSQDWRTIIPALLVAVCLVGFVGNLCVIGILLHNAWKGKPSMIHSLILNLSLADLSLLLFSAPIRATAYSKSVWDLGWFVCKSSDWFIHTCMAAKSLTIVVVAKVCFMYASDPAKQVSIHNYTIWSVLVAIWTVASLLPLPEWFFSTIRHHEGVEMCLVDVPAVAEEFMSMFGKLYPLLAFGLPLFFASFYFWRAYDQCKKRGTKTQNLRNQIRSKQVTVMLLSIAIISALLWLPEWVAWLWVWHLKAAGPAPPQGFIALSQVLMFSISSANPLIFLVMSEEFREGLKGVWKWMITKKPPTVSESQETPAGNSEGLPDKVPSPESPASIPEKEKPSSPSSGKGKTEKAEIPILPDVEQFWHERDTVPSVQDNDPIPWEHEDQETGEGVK
TEAD-YAP inh: TEAD-YAP interaction inhibition; inhibition, % at 9.12 µM; HEK-TIYL cells, TEAD-Gal4/YAP UAS-luciferase luminescence; hit rate 1.4% among 640,000; AID 1259422; in the data active means inhibition above about 32%;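 further: 0% = median of test compound wells and 100% = reference inhibitor wells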
FBW7 activator: human FBW7 E3 ligase activation, primary screen | Q969H0 | AlphaScreen FBW7–phospho-cyclin E peptide binding, activator screen | normalized activity (activation), % at 26.1 µM | hit rate 0.13% among 650,000; in the data active means normalized activity above about 1.9%;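 further: purified mutant Fbw7 with reduced substrate affinity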
Target sequence (Q969H0 whole entry, looked up): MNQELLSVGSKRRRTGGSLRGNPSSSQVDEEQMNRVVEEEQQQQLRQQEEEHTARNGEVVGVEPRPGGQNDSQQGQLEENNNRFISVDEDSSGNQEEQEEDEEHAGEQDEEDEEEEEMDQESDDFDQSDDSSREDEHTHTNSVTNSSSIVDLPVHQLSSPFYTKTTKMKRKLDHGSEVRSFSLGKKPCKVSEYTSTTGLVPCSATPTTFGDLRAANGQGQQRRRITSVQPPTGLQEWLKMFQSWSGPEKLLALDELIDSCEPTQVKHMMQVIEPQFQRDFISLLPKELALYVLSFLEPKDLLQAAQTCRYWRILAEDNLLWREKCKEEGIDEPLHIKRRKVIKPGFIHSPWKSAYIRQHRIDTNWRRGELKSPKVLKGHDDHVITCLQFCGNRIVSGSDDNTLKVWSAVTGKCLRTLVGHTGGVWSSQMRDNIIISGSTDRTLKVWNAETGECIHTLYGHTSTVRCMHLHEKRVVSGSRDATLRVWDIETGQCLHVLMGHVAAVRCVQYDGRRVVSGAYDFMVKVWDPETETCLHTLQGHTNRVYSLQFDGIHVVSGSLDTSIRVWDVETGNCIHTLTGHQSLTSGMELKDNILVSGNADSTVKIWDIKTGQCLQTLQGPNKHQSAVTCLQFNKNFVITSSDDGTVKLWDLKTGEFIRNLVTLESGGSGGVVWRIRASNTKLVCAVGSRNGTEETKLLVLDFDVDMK
Active calls of the source: *; . = not tested or not shown; & = joins results of further samples. Only part of the results is shown; rates above refer to the full screens.

Sequence of screens – MITF inh | GPR151 activ | TEAD-YAP inh | FBW7 activator
> CN1CCC(N(C)c2ccnc3c2c(=O)n(C)c(=O)n3C)CC1
 : -1 | 4.2 | 1 | -0.2
> Cc1ccc2c(c1)C1CN(C)CCC1N2C(=O)CSc1nnnn1-c1ccc2c(c1)OCO2 (stereo not given)
 : -1 | 0.4 | 3 | -0.1
> CCN1CCN(c2cc(N3CCCCC3)c(F)cc2[N+](=O)[O-])CC1
 : 6 | 0.0 | 9 | -0.1
> COc1ccc(N2C(=O)NC(=O)/C(=C\c3cccn3C)C2=O)cc1
 : 12 | 0.1 | 14 | 0.0
> O=c1cccc2n1CC1CC2CN(c2nc(N3CCCC3)nc(N3CCCC3)n2)C1 (stereo not given)
 : -3 | -0.2 | -5 | 0.0
> COc1cc(/C=C/[N+](=O)[O-])cc(I)c1OCc1ccccc1
 : -10 | 4.1 | 2 | 0.1
> COC(=O)C1=C(N)OC(C)=C(C(=O)OCc2ccccc2)C12C(=O)N(C)c1ccccc12 (stereo not given)
 : 16 | 0.6 | -5 | 0.0
> CCOC(=O)C1C2NC(=S)N(c3cccc(C)c3C)C1(C)Oc1c(Cl)cc(Cl)cc12 (stereo not given)
 : 28 | 0.3 | 2 | -0.6
> COc1ccc(N2CCN(Cc3ccc(F)cc3F)CC2)cc1
 : 56* | -1.6 | -3 | 0.1
> O=[N+]([O-])c1ccc(N2CCNCC2)cc1N1CCOCC1
 : -5 | -1.2 | 1 | -0.3
> OCCCNc1c2c(nc3ccccc13)CCCC2
 : -3 | -0.1 | -4 | -0.2
> O=C(Nc1sc2c(c1C(=O)N1CCOCC1)CCCC2)c1ccccc1Cl
 : -8 | 2.3 | -6 | 0.0
> CCCN1CCc2cccc3c2[C@H]1Cc1ccc(O)c(O)c1-3
 : 1 | 0.3 | 1 | 0.4
> O=C(Nc1cccc(Cl)c1)c1c(O)c2c(n(Cc3ccccc3)c1=O)CCCC2
 : 1 | -1.7 | 6 | 0.0
> C[C@H]([C@H](O)CCC(C)(C)O)[C@H]1CC[C@@]2(O)C3=CC(=O)[C@@H]4C[C@@H](O)[C@@H](O)C[C@]4(C)[C@H]3CC[C@]12C
 : 26 | -2.6 | 0 | 0.1

In the list so far, these have sulfur:
Sequence of screens – MITF inh | GPR151 activ | TEAD-YAP inh | FBW7 activator
> Cc1ccc2c(c1)C1CN(C)CCC1N2C(=O)CSc1nnnn1-c1ccc2c(c1)OCO2 (stereo not given)
 : -1 | 0.4 | 3 | -0.1
> CCOC(=O)C1C2NC(=S)N(c3cccc(C)c3C)C1(C)Oc1c(Cl)cc(Cl)cc12 (stereo not given)
 : 28 | 0.3 | 2 | -0.6
> O=C(Nc1sc2c(c1C(=O)N1CCOCC1)CCCC2)c1ccccc1Cl
 : -8 | 2.3 | -6 | 0.0

(listing goes on)
Sequence of screens – MITF inh | GPR151 activ | TEAD-YAP inh | FBW7 activator
> CN1C[C@@H]2C[C@@H](c3cccn3-c3ncccn3)N3CCC[C@@]23C1=O
 : -3 | -0.5 | -4 | 0.0
> COc1cc(CN2CCN(c3ccccc3)CC2)cc(I)c1O
 : 8 | 0.0 | 1 | -0.1
> CN1CCN(c2cc(N)c([N+](=O)[O-])cc2F)CC1
 : 4 | -1.1 | -4 | -0.1
> Nc1ccc(N2CCNCC2)cc1
 : 49 | -1.3 | -3 | -0.9
> CCCCCc1c(C)c(C#N)c2nc3ccccc3n2c1-n1cnc2ccccc21
 : 16 | -0.3 | -4 | 0.2
> CCN1CCN(C(=O)c2ccc(N3CCC(NC(C)Cc4ccccn4)CC3)cc2)CC1 (stereo not given)
 : 10 | -1.0 | 6 | -0.1
> CCOC(=O)c1ccc(NC(=O)C(=O)O)cc1
 : -11 | -2.2 | -4 | 0.0
> O=[N+]([O-])c1c(Br)c([N+](=O)[O-])c2n[nH]nc2c1Br
 : 12 | -1.1 | -7 | -0.2
> Cc1ccc(-n2c(C)c(C(=O)c3ccccc3)c3cc(O)ccc32)cc1
 : 8 | -0.4 | -14 | 0.1
> O=c1cccc2n1CC1CC2CN(CC2CCCCC2)C1 (stereo not given)
 : -11 | 0.2 | -13 | -0.3
> O=P(C(Cl)Cl)(N1CCCCC1)N1CCCCC1
 : 5 | -1.1 | 3 | 0.1
> COc1ccc(N2C(=O)NC(=O)/C(=C/c3ccc(SC)cc3)C2=O)cc1
 : 15 | 0.5 | 3 | 0.0
> Cc1ccc(-n2c(C)cc(/C=C3/C(=O)NC(=O)N(C)C3=O)c2C)cc1
 : -5 | -1.0 | -1 | 0.1
> OCCN1CCN(Cc2c(F)cccc2Cl)CC1
 : 10 | 0.4 | -8 | -0.1
> CC(=O)c1cc(F)c(N2CCN(C)CC2)cc1C
 : -8 | -1.6 | 2 | -0.1
> CCCCN1C(=O)NC(=O)/C(=C/c2cnc(SC)nc2)C1=O
 : -5 | -0.4 | 5 | -0.3
> CC1CCCC(N2CCN(C(=O)Cc3ccccc3)CC2)C1 (stereo not given)
 : 18 | 0.7 | 12 | -0.1
> N#CC1=C(N)Oc2c(c(=O)oc3ccccc23)C1c1ccc(OCc2ccccc2)cc1 (stereo not given)
 : 1 | 1.4 | 9 | 0.3
> CC1CN(c2ccc(C(F)(F)F)cc2[N+](=O)[O-])CCN1 (stereo not given)
 : 7 | -0.1 | 7 | 0.0
> CCCCC(C)C(OC(=O)CC(CC(=O)O)C(=O)O)C(CC(C)CC(O)CCCCC(O)CC(O)C(C)N)OC(=O)CC(CC(=O)O)C(=O)O (stereo not given)
 : 15 | 0.5 | . | .
> O=C(O)Cc1cnc[nH]1
 : 3 | 0.7 | 0 | 0.0
> N=C1c2ccccc2CN1c1ccc(O)c(C(=O)O)c1
 : -6 | 1.5 | -6 | -0.2
> COc1cc(OC)c(C2NCCc3[nH]cnc32)cc1OC (stereo not given)
 : 0 | 1.1 | 8 | -0.1
> CCCCc1nc2ccccc2c(=O)n1-c1ccc([N+](=O)[O-])cc1
 : 3 | -0.7 | -34 | 0.9
> C=CCC1(C(CC(=O)CCC)c2ccccc2)C(=O)NC(=O)NC1=O (stereo not given)
 : -3 | 0.5 | -7 | -0.1
> CC/C(=C\c1cc(Br)c(O)c(OC)c1)[N+](=O)[O-]
 : 11 | -0.2 | 8 | -0.1
> C[C@H]1OC(O[C@H]2[C@@H](O)CC(O[C@H]3[C@@H](O)C[C@H](O[C@H]4CC[C@]5(C)C6CC[C@]7(C)[C@@H](C8=CC(=O)OC8)[C@@H](O)C[C@]7(O)[C@@H]6CC[C@@H]5C4)O[C@@H]3C)O[C@@H]2C)C[C@H](O)C1O (stereo not given in full)
 : 11 | 2.5 | 78* | 0.0
> CC1=C(C(=O)OC(C)C)C2(C(=O)Nc3ccc(C)cc32)C(C#N)=C(N)O1 (stereo not given)
 : -2 | 0.6 | -15 | -0.2
> O=C(c1cc2c(Cl)nc3ccccc3c2s1)N1CCC2(CC1)OCCO2
 : -2 | 0.7 | -7 | 0.0
> O=C(CN1C2CCC1CC(O)(c1ccco1)C2)N1CCN(c2ccc(F)cc2)CC1 (stereo not given)
 : 7 | 2.3 | 4 | 0.1

(more compounds)
smiles	MITF inh	GPR151 activ	TEAD-YAP inh	FBW7 activator
O=C(CF)NC(NC(=S)Nc1ccc(Cl)cn1)C(Cl)(Cl)Cl (stereo not given)	13	-0.1	13	0.2
CCN1C(=O)NC(=O)/C(=C\c2cn(CC(=O)NCC3CCCO3)c3ccccc23)C1=O (stereo not given)	4	0.5	1	-0.1
CCOc1cc(C2C(C#N)=C(N)Oc3c2c(=O)oc2ccccc32)ccc1OC(=O)c1cccs1 (stereo not given)	-1	0.9	-8	-0.1
O=C1C2CCCN2C(c2ccc(Cl)cc2)N1c1ccccn1 (stereo not given)	-15	-0.4	-11	-0.2
NNC(=O)CN1C(=O)CN=C(c2ccccc2)c2cc(Br)ccc21	-6	0.8	7	-0.1
CCC(CO)NC(=O)[C@@H]1C=C2c3cccc4c3c(cn4C)C[C@H]2N(C)C1 (stereo not given in full)	-1	-0.3	-8	-0.2
COc1ccc(C(=O)C2CCCN(Cc3cccc(O)c3)C2)cc1F (stereo not given)	-8	-0.4	4	0.1
COc1cc2c(cc1OC)[C@@]13CCN4CC5=CCOC6CC(=O)N2C1[C@H]6[C@H]5C[C@H]43 (stereo not given in full)	-6&-28	-0.9&-0.1	2&5	-0.1&0.1
O=C1C(Cl)C(CCl)CN1c1cccc(C(F)(F)F)c1 (stereo not given)	14	-0.8	18	0.1
O=C(COc1ccccc1)N1CCN(CC(O)COc2ccccc2)CC1 (stereo not given)	-6	1.5	12	0.0

As entered above:
TEAD-YAP inh, `CCC(CO)NC(=O)[C@@H]1C=C2c3cccc4c3c(cn4C)C[C@H]2N(C)C1` (stereo not given in full) is entered as -8
FBW7 activator, `COc1cc2c(cc1OC)[C@@]13CCN4CC5=CCOC6CC(=O)N2C1[C@H]6[C@H]5C[C@H]43` (stereo not given in full) is entered as -0.1&0.1

(cont.)
smiles	MITF inh	GPR151 activ	TEAD-YAP inh	FBW7 activator
O=c1c2ccccc2nc(-c2ccccc2)n1-c1ccccc1[N+](=O)[O-]	-8	-1.4	0	-0.1
Cc1ccc(/C=C2\C(=O)NC(=S)N(c3cccc(Br)c3)C2=O)o1	16	-0.5	7	1.0
CCN(CCCl)Cc1ccccc1Br	7	-2.1	-1	-0.2
O=C1NC(=S)NC(=O)C1=Cc1c2ccccc2cc2ccccc12	32	-0.5	-2	-0.2
CS(=N)(=O)CC[C@H](N)C(=O)O (stereo not given in full)	-20	2.4	-5	0.0
CN1C2CCC1CC(OC(=O)CNCc1cccs1)C2 (stereo not given)	52*	7.3*	0	0.0
COc1ccccc1N1CCN(Cc2cccc(O)c2)CC1	25	0.3	7	-0.2
CCOP(=O)(CC(=O)Nc1ccc([N+](=O)[O-])c(C(F)(F)F)c1)OCC	-2	-0.9	19	0.1
Cn1nc(-c2ccccc2)cc1C(=O)N1CC2CC(C1)c1cccc(=O)n1C2 (stereo not given)	14	-0.8	-2	0.5
CCOC(=O)N1CCC(NC(=O)CCc2nc(C3=CCN(C)CC3)no2)CC1	53*	-1.0	7	0.5
Cc1cc(C(C)(C)c2ccc(O)c(C)c2)ccc1O	8	0.6	-1	0.1
CCCc1nc2ccccc2c(=O)n1-c1cccc([N+](=O)[O-])c1	2	0.7	3	-0.1
N/C(=N\[N+](=O)[O-])Nc1ccc(NC(=O)Nc2ccccc2)cc1	-25	0.4	19	0.0
CC(=O)O[C@@H]1CC2C(C)(C)C(=O)C=C[C@]2(C)C2CC[C@]3(C)C(=CC(=O)O[C@H]3c3ccoc3)[C@@]21C (stereo not given in full)	-9	0.0	-1	0.2
CN1/C(=C\C=C2C(=O)NC(=S)NC2=O)C(C)(C)c2ccccc21	10	0.3	1	-0.1
C#CCOc1c(Cl)cc(/C=C/[N+](=O)[O-])cc1OC	2	-1.5	-4	0.1
Cc1cc(C=C2C(=O)NC(=O)NC2=O)c(C)n1C1CCCCC1	21	0.1	-3	-0.3
CCOP(=O)(C(NC(=O)c1ccccc1)=C(Cl)Cl)c1ccccc1 (stereo not given)	20	-1.1	4	0.7
CCOc1ccc(C(=O)CN2CCOCC2)cc1	-1	1.3	1	-0.2
FC(F)(F)C1=NC(C(F)(F)F)=NP(N2CCCCC2)(N2CCCCC2)=N1	-3	1.0	5	-0.1
Cc1cccc(NC(=O)C2C(C)(C)C2(C)C)c1C	-1	-0.2	8	-0.2
COc1ccc(C2N(c3ccccn3)C(=O)C3CCCN32)cc1 (stereo not given)	-12	-0.5	5	0.0
CCN1CCN(Cc2ccc(OC)c(C)c2C)CC1	53*	-0.4	9	0.0
Cc1cccc(NC(=O)c2c(O)c3ccccc3n(CCC(C)C)c2=O)c1C	14	0.0	-16	0.1
CN1CCN(c2ncnc(Cl)c2N)CC1	1	2.3	7	0.1
CCOC(=O)c1sc(/N=C/c2c(O)n(-c3cccc(C)c3)c(=O)[nH]c2=O)c(C#N)c1C	-19	0.8	-15	-0.1
COP(=O)(OC)/C(C=O)=N/Nc1ccc([N+](=O)[O-])cc1	14	-1.1	4	-0.1
Cc1nn(CCC#N)c2c1P(=S)(N1CCCCCC1)OC(c1ccc(F)cc1)=N2 (stereo not given)	23	-0.1	-2	0.0
COc1ccc2c(c1)c(C(=O)N1CCCC1)c(C)n2Cc1ccccc1	9	2.4	27	-0.2
O=C1CC(=O)N(c2ccc(Br)cc2)C(=S)N1	6	1.9	2	-0.1
CCN(CC)c1ccc(C=C2C(=O)NC(=O)NC2=O)c(OC)c1	0	3.3	-6	0.0
O=c1[nH]c(N2CCN(Cc3ccc4c(c3)OCO4)CC2)nc2c1CCC2	11	1.7	0	0.0
COc1cc([C@@H]2c3cc4c(cc3[C@H](OC(C)=O)[C@H]3COC(=O)[C@@H]23)OCO4)cc(OC)c1OC	-6&-1	3.0&-1.0	52*	0.8&0.0
CCOC(=O)C1C2NC(=S)N(c3ccc(Cl)cc3)C1(C)Oc1ccc(Br)cc12 (stereo not given)	19	0.6	54*	-0.2
CN1C(=O)C(=Cc2coc3ccccc3c2=O)C(=O)N(C)C1=O	8	0.9	-1	-0.4
COc1ccc(CN2CCN(Cc3ccc(Br)cc3)CC2)cc1	85*	-0.5	9	-0.2
COc1ccc(CCNCc2ccccc2F)cc1OC	15	1.5	12	-0.1
CCC1(OC(=O)c2ccccc2)CC(C)N(C)CC1C (stereo not given)	7	-0.3	2	-0.2
CCC1(CC)C(=O)NC(=O)NC1=O	-3	-0.4	9	0.2
COCC1=C(C#N)C2(C(=O)Nc3ccccc32)C(C(=O)OC)=C(N)O1 (stereo not given)	-4	-0.6	4	-0.2
O=C(CNC(=O)c1ccccc1Cl)Nc1ccc(Br)cc1C(=O)c1ccccc1	11	0.2	9	-0.1
